# TGFb inhibitor: inhibitors of TGF-b signaling; HepG2 CAGA-GFP TGF-b/SMAD3 reporter, GFP fluorescence, 18 h; TGF-beta stimulated, 500 pg/mL final; Potency, µM (doses to about 46.1 µM), for inactives: at the top dose activity, negative = inhibition, hits mostly inhibitors; 410,000 tested, 1.2% active; AID 588855; further: on the % scale 0 is the no-effect control and ±100 the full control effect; nearly all actives have a fitted effect of over 65% in size
#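 HEPG2 CAGA-GFP, 1000 cells/well; 2 h settle, 37 C; cpd via pin tool; TGF-b 500 pg/mL final; 18 h, 37 C; GFP imaging ex488/em500-530; %Activity normalised to -TGF-b and +DMSO controls; CRC fit, curve class.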
# ATXN viability: reduces viability in counter-screen for ATXN expression inhibitors; S2 cells (HEK-293 line with an ATXN2-luciferase reporter) viability, CellTiter-Fluor protease fluorescence, 24 h; Potency, µM (highest dose often 56.7 µM), hits mostly cytotoxic; 400,000 tested, 0.49% active; AID 651635; further: nearly all actives have a fitted effect of over 40% in size
# Nrf2 activator: Nrf2 pathway activation. 410,000 tested, 0.31% active. AREc32 ARE-luciferase reporter (MCF7-derived line), luminescence, 24 h. Potency, µM (series often up to 46.1 µM), inactives show top-dose activation, actives largely listed as activators. AID 624171; further: % of control where 0% means no effect; nearly all actives have a fitted effect of over 65% in size
#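 For detection, Steady-Glo was added and plates sat 30 min at RT; before that, AREc32_Fluc cells grown overnight in OPTI-MEM/5% FBS had been treated with 23 nL compound for 24 hr at 37 deg C.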
# ATXN2 expr inh: inhibitors of ATXN2 expression; AID 1745845; HEK-293 ATXN2-luciferase reporter, luminescence, 24 h; 360,000 tested, 0.72% active; Potency, µM (series often up to 57 µM), for the others: top-dose activity change, negative = inhibition, most hits filed as inhibitors; further: on the % scale 0 is the no-effect control and ±100 the full control effect; nearly all actives have a fitted effect of over 55% in size
#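 qHTS (up to 57 uM final) was run with 24 h compound exposure of reporter cells at 37 °C. Each well was multiplexed: SteadyGlo luminescence measured ATXN2-luciferase expression after a fluorogenic Gly-Phe-AFC viability readout (25 uM final).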
# MCF10A rereplic: inducers of DNA re-replication in MCF 10A breast cells | MCF 10A DNA re-replication, Hoechst nuclear intensity, 48 h | Potency, µM (doses to about 46.1 µM), without a hit: at the highest dose activity, positive = re-replication, most hits filed as activators | 350,000 tested, 2.9% active; further: % of control where 0% means no effect; nearly all actives have a fitted effect of over 50% in size
# Nrf2 inh: blocks Nrf2 signaling; AID 504444; 360,000 tested, 2.1% active; A549 ARE-Fluc reporter, luciferase luminescence, 18-24 h; Potency, µM (series often up to 46 µM), without a hit: top-dose activity change, negative = inhibition, actives largely listed as inhibitors; further: on the % scale 0 is the no-effect control and ±100 the full control effect; nearly all actives have a fitted effect of over 60% in size
#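 Nrf2 activity is the BugLite luminescence, read 15 min after reagent at room temperature, following CellTiter-Fluor cytotoxicity readout (30 min, 37C). Compound titrations were applied for 18-24 h to 5000 A549 ARE_Fluc cells/well in 5% FBS OPTI-MEM.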
# HepG2 viability: kills HepG2 cells in TGF-b inhibitor counter-screen; HepG2 CAGA-GFP viability, ATP luminescence, 18 h; Potency, µM (top dose mostly 46.1 µM), inactives show top-dose activity change, negative = cytotoxicity, hits mostly cytotoxic; 410,000 tested, 0.76% active; further: some results filed as inactive show a strong effect at the top dose
#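 HepG2 CAGA-GFP cells (1000/well, DMEM with 1% FBS) received compound, then TGF-beta at 500 pg/mL final, and were incubated 18 hours at 37 degrees C. Viability was read by CellTiter-Glo luminescence. Media-only wells were set as complete cell-killing and DMSO as no toxicity.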
# EPAC2 antagonist: blocks human EPAC2 exchange factor; Q8WZA2; EPAC2 GEF exchange of Rap1B-BODIPY-GDP, fluorescence; Potency, µM (highest dose often 114 µM), inactives show at the highest dose activity, negative = inhibition, actives largely listed as inhibitors; 360,000 tested, 0.18% active; AID 720708; further: on the % scale 0 is the no-effect control and ±100 the full control effect; nearly all actives have a fitted effect of over 45% in size; many of its hits are not listed in these tables
# Target sequence (Q8WZA2 whole entry, looked up): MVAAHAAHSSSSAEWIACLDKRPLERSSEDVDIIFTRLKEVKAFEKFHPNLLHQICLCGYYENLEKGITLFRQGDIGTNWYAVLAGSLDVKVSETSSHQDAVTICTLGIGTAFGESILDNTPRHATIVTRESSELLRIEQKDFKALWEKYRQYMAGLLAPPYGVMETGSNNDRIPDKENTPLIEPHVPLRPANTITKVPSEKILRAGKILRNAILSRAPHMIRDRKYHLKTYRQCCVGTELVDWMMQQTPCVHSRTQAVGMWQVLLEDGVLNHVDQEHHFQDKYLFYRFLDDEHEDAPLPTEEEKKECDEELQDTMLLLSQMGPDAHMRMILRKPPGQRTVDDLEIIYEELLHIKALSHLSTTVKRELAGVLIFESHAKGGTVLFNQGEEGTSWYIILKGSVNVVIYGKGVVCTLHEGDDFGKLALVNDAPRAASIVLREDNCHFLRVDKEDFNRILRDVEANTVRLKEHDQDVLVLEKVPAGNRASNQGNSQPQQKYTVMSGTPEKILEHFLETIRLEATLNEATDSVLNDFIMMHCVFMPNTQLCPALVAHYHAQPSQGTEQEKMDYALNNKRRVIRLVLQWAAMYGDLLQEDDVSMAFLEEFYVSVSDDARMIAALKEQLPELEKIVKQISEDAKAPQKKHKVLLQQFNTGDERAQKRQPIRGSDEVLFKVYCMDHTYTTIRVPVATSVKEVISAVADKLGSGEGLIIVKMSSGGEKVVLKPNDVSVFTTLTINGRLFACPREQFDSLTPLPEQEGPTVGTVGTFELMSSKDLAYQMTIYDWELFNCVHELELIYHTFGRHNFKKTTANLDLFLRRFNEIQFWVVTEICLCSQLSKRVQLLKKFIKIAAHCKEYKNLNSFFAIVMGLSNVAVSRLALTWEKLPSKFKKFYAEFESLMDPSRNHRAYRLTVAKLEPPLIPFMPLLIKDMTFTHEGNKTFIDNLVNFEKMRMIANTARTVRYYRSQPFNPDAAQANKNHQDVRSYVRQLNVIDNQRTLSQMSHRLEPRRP
# A549 tox: A549 cytotoxicity, counter-screen for Nrf2 inhibitors. A549 ARE-Fluc cells, CellTiter-Fluor viability, 18-24 h. Potency, µM (series often up to 46 µM), inactives show top-dose activity change, negative = cytotoxicity, actives largely listed as inhibitors. 390,000 tested, 0.16% active. AID 504648; further: on the % scale 0 is the no-effect control and ±100 the full control effect
#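 Cytotoxicity counterscreen: CellTiter-Fluor fluorescence was measured in A549 ARE_Fluc cells after 18-24 h of compound exposure in a concentration series. The subsequent BugLite luminescent read reports ARE-luciferase activity.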
# An asterisk follows results filed as active; i = inactive; ? = inconclusive; . = no result given; & = joins results of further samples; [ ] = another dose, or the depositor's remark. The call rests on the fitted dose curve; in most records, active means well fitted curve in the direction sought with a large enough effect; inconclusive means small, poorly fitted or top-dose-only effect, or another doubt; inactive means no such curve, though single readings can be large; an effect the other way counts as inactive or inconclusive. Potency means the concentration at half of the fitted maximal effect. An excerpt (hit frequency here may not be typical).
SMILES,TGFb inhibitor,ATXN viability,Nrf2 activator,ATXN2 expr inh,MCF10A rereplic,Nrf2 inh,HepG2 viability,EPAC2 antagonist,A549 tox
COc1cc(C(C)=O)ccc1Oc1ncnc2c1cnn2-c1ccc(C)c(C)c1,1%,i,-0.7%,0%,15%,?,14%,5%,-6%
CC(C)(C)C(=O)NC(n1cnc2c(N3CCOCC3)ncnc21)C(Cl)(Cl)Cl (centres undefined),-5%,i,0.3%,.,-3%,-6%,2%,9%,-2%
COC(=O)CCCC(=O)N1CCCC(CCC(=O)NCc2ccc(F)c(F)c2)C1 (centres undefined),?,i,-0.1%,18%,?,8%,12%,13%,0%
CC(=O)N1CCc2[nH]c3ccccc3c2C1,21%,i,3.6%,13%,11%,9%,-13%,-2%,.
CCC1CN(C(=O)N2CCC(C(=O)Nc3ccccc3OC)CC2)c2ccccc2O1 (centres undefined),7%,i,-1.2%,-3%,9%,?,6%,-1%,2%
CN(CC(=O)Nc1cccc(F)c1)C(=O)c1ccccc1Cc1ccccc1,-3%,i,-0.1%,7%,7%,6%,0%,-16%,-5%
CC1CCN(S(=O)(=O)c2cc3c4c(c2)CC(=O)N4CCC3)CC1,?,.,9.7%,.,.,.,-4%,.,-2%
O=C(CSc1ccc(-c2ccccn2)nn1)N1CCCCC1,8%,i,2.9%,14%,4%,?,-22%,-1%,-2%
COc1ccc(Oc2cn[nH]c2-c2ccc(OC)cc2O)cc1,?,i,3.2%,-23%,?,5%,-36%,56µM*,2%
CCOC(=O)c1oc2ccccc2c1NC(=O)c1ccco1,-1%,i,0.0%,-21%,2%,-17%,-7%,-2%,8%
CN(C)CCC(c1ccc(Cl)cc1)c1ccccn1 (centres undefined),-12%&4%,i,0.2%&-0.1%,-8%&-3%,?,-6%&3%,-14%&-13%,6%&-4%,0%&1%
CCOc1ncccc1C(=O)OCc1c(F)cccc1Cl,-7%,i,2.1%,-23%,-8%,-13%,1%,?,4%
CN(C(=O)COC(=O)Cc1c(Cl)cccc1Cl)C1CCS(=O)(=O)C1 (centres undefined),-6%,i,-0.9%,.,6%,1%,1%,15%,5%
O=C(O)CN(c1ccccn1)S(=O)(=O)c1ccc(Cl)cc1,4%,i,-0.3%,-23%,-1%,15%,-6%,4%,6%
Nc1cccnc1-n1nc(C(F)(F)F)cc1C(F)(F)F,21%,i,-0.1%,3%,0%,2%,1%,-1%,-2%
CCOC(=O)C1CCN(C(=O)CN(c2ccc(Oc3ccccc3)cc2)S(C)(=O)=O)CC1,-11%,i,0.2%,-1%,28%,1%,-17%,-7%,3%
COc1ccc(CNC(=O)CC(C)c2ccccc2)cc1 (centres undefined),18%,i,-0.5%,-5%,10%,15%,-1%,0%,-7%
COc1ccc(OCc2nc3ccccc3n2Cc2ccc(C(C)(C)C)cc2)cc1,16µM*,i,-0.2%,56%[activator],.,?,-26%,.,1%
CC(=O)c1oc2ccccc2c1N,-18%,i,0.0%,10%,1%,-9%,-1%,5%,-8%
CC1c2cc3c(cc2CCN1C(=O)c1cccc(F)c1)OCCCO3 (centres undefined),?,i,0.0%,-9%,?,-22%,0%,-3%,1%

# Structures listed so far containing a tert-butyl group (2):
SMILES,TGFb inhibitor,ATXN viability,Nrf2 activator,ATXN2 expr inh,MCF10A rereplic,Nrf2 inh,HepG2 viability,EPAC2 antagonist,A549 tox
CC(C)(C)C(=O)NC(n1cnc2c(N3CCOCC3)ncnc21)C(Cl)(Cl)Cl (centres undefined),-5%,i,0.3%,.,-3%,-6%,2%,9%,-2%
COc1ccc(OCc2nc3ccccc3n2Cc2ccc(C(C)(C)C)cc2)cc1,16µM*,i,-0.2%,56%[activator],.,?,-26%,.,1%

# Later entries.
SMILES,TGFb inhibitor,ATXN viability,Nrf2 activator,ATXN2 expr inh,MCF10A rereplic,Nrf2 inh,HepG2 viability,EPAC2 antagonist,A549 tox
O=C(O)CCc1ccc(S(=O)(=O)Nc2cc(C(F)(F)F)ccc2N2CCCC2)cc1,20%,i,-0.1%,3%,0%,-6%,2%,14%,-9%
CCOC(=O)C1=C(C)N=c2s/c(=C\c3ccc(OC(C)=O)cc3)c(=O)n2C1/C=C/c1ccccc1 (centres undefined),2%,i,-0.7%,-10%,?,-13%,1%,4%,-6%
CCNc1c(NS(=O)(=O)c2ccc(F)c(Cl)c2)c(=O)oc2ccccc12,4%,i,-0.8%,3%,-1%,7%,0%,-4%,-2%
CCN1CCN(C(=S)NC(CC(=O)c2ccccc2)c2ccccc2)CC1 (centres undefined),3%,i,4.3%,2%,7%,18%,-2%,-6%,-5%
CC(Sc1ccc(Cl)cc1)C(=O)Nc1ccc2c(c1)OCO2 (centres undefined),4%,i,-0.7%,-4%,-17%,-22%,-25%,-2%,-9%
NC(=O)c1ccc(NC(=O)C2CC2)cc1,-13%,i,0.1%,-16%[11.3 µM],-9%,-1%,-13%,3%,0%
O=C(NCc1cccnc1)c1ccc2c(=O)n(CCCN3CCCC3=O)c(=S)[nH]c2c1,-15%,.,-0.6%,.,6%,5%,-6%,-10%,-18%
CCOCCCNC(=O)c1cc2c(-c3ccc(Cl)cc3)nn(C)c2s1,-14%,?,33%,?,9%,1%,3%,-24%,-8%
COc1cc(Cl)c(C)cc1NC(=O)CC1SC(N2CCOCC2)=NC1=O (centres undefined),9%,i,1.8%,5%,3%,-11%,6%,-1%,0%
CC1(C(=O)OCC(=O)Nc2cc(S(=O)(=O)N3CCOCC3)ccc2Cl)CC1(Cl)Cl (centres undefined),-3%,.,0.1%,.,11%,?,-18%,-20%,0%
CCOCCCNC(=O)CCC(=O)NNc1nc2ccccc2c2nc(-c3ccccc3)nn12,-6%&18%,i,3.1%&3.1%,-5%,-14%,19%&1%,-18%&-5%,1%,-4%&-15%
O=C(N/N=C/c1cc(O)ccc1Br)c1cccnc1,-27%,?,-1.9%,2.8µM*,5%,12%,-49%,-10%,7%
Cc1ccc(NC(=S)NNC(=O)c2ccc(N3CCOCC3)c([N+](=O)[O-])c2)cc1Cl,?,i,5.9%,-13%,?,-20%,-44%,4%,-3%
CCn1c(=O)c(=O)n(CC)c2cc(N3CCCCC3)c(NC(=O)c3ccccc3OC)cc21,-8%,i,1.4%,-1%,.,9%,2%,.,-1%
COc1cccc(CC(=O)OCC(=O)NCCc2ccc(F)cc2)c1,-1%,i,-0.1%,10%,0%,2%,3%,4%,1%
Cc1cc(C(=O)NCc2ccc3c(c2)OCO3)ccc1[N+](=O)[O-],-4%,i,6.0%,.,6%,-17%,0%,-4%,10%
CC1CCCCC1NC(=O)COC(=O)CN1C(=O)c2ccccc2C1=O (centres undefined),26%,i,-0.1%,-3%,4%,5%,15%,5%,-1%
COc1cc(CN(C(=S)NCC(=O)N2CCCC2)C2CCCC2)cc(OC)c1OC,?,i,2.0%,-15%,4%,-8%,1%,0%,0%
O=C(NC(Cc1ccccc1)C(=O)O)/C(=C\c1ccc([N+](=O)[O-])cc1)NC(=O)c1ccco1 (centres undefined),1%,i,1.3%,8%,-3%,1%,0%,1%,2%
COc1ccc(Nc2nnc(-c3cc4c(ccc5ccccc54)oc3=O)s2)cc1,20%,i,1.1%,6%,.,3%,3%,.,-1%
CC(C)CN(CCCNC(=O)c1cc(=O)[nH]c2ccc(S(=O)(=O)N3CCCCCC3)cc12)CC(C)C,0%,i,-0.2%,8%,.,.,0%,.,10%
COCCCNC(=O)c1ccc2c(=O)n(CC3CCCO3)c(=S)[nH]c2c1 (centres undefined),-1%,i,0.1%,1%,-4%,5%,-2%,-5%,-16%
COc1ccc(OC)c(NC(=O)CSc2nc3scc(C)c3c(=O)[nH]2)c1,6%,i,4.3%,32%,14%,-12%,-2%,-3%,6%
COc1cc(/C=N/Nc2snc(SC)c2C#N)ccc1O,4%,?,25%,2%,19%,29%,-11%,5%,-4%
O=C(Nc1ccc(-n2cnnn2)cc1)C1CCCN1C(=O)Nc1ccc(Br)cc1 (centres undefined),-2%,i,2.9%,-1%,6%,7%,-4%,1%,0%
Cc1oc(-c2ccc(Cl)cc2)nc1CN1CCCC(C(=O)NCCc2ccc(Cl)cc2)C1 (centres undefined),?,?,11%,-15%,.,?,-40%,.,-18%
CCOc1ccc(NS(=O)(=O)c2ccc(C(=O)NCCCN3CCOCC3)cc2)cc1,14%,i,-0.4%,0%,15%,?,-10%,11%,-1%

# Structures above that have a COOH group (three):
SMILES,TGFb inhibitor,ATXN viability,Nrf2 activator,ATXN2 expr inh,MCF10A rereplic,Nrf2 inh,HepG2 viability,EPAC2 antagonist,A549 tox
O=C(O)CN(c1ccccn1)S(=O)(=O)c1ccc(Cl)cc1,4%,i,-0.3%,-23%,-1%,15%,-6%,4%,6%
O=C(O)CCc1ccc(S(=O)(=O)Nc2cc(C(F)(F)F)ccc2N2CCCC2)cc1,20%,i,-0.1%,3%,0%,-6%,2%,14%,-9%
O=C(NC(Cc1ccccc1)C(=O)O)/C(=C\c1ccc([N+](=O)[O-])cc1)NC(=O)c1ccco1 (centres undefined),1%,i,1.3%,8%,-3%,1%,0%,1%,2%

# Arranged by value in Nrf2 activator (rising): 3 from the list above.
smiles | Nrf2 activator
CCOc1ccc(NS(=O)(=O)c2ccc(C(=O)NCCCN3CCOCC3)cc2)cc1 | -0.4%
CC(C)CN(CCCNC(=O)c1cc(=O)[nH]c2ccc(S(=O)(=O)N3CCCCCC3)cc12)CC(C)C | -0.2%
COc1cc(/C=N/Nc2snc(SC)c2C#N)ccc1O | 25%

# High-throughput results deposited in PubChem by National Center for Advancing Translational Sciences (NCATS).
